Screening results (PubChem BioAssay)
Smad3 inh: Smad3/FoxH1 peptide binding inhibitors, primary screen, biochemical, TR-FRET. TR-FRET Smad3/Dy647-FoxH1 peptide binding, europium anti-His. 0.29% of 88,000 active. inhibition, % at 25 µM;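 active means compounds that reduce the energy-transfer binding signal between the protein and its labelled peptide by more than half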;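 further: 0% = Smad3 plus labelled peptide maximal FRET and 100% = peptide-only background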
hDAT+cocaine: changed hDAT dopamine uptake under cocaine IC80, either direction, primary screen, cocaine antagonist project, cell-based, LLC-PK1 hDAT, [14C]-dopamine uptake, MLSMR | Sodium-dependent dopamine transporter (Homo sapiens), Q01959 | LLC-PK1 hDAT cells, [14C]-dopamine uptake with cocaine IC80; actives deviate in either direction | B-score at 10 µM | 1.3% of 110,000 active | AID 449768, 2010;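 active means Z score or B-score, a plate-position-corrected score, falls beyond the plate's 99.7% confidence bounds, in either direction; inactive means both scores lie inside the 99.7% bounds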;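 further: scored against the spread of the other compound wells on the same plate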
Calb biofilm kill: clotrimazole potentiators killing Candida biofilms, primary screen, with clotrimazole, Alamar Blue; 0.14% of 85,000 active; inhibition, % at 6 µM; AID 834, 2007; C. albicans biofilm + clotrimazole;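 active means inhibition above 20%; inactive means inhibition below 20%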;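 further: preformed 24 hr biofilms exposed to compound for 48 hr; 0% = biofilm without compound and 100% = blank killed by clotrimazole plus chlorhexidine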
MT1-MMP txn act: MT1-MMP promoter reporter activation – cell-based, luciferase luminescence, primary screen. activation factor at 10 µM. 0.16% of 86,000 active. HT1080 MT1-MMP promoter luciferase reporter, overnight; hits give high values;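 active means activation factor of at least 2 for MT1-MMP transcription at 10 µM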
IL1B cytotox: cytotoxicity in IL-1B stimulated HUVEC, primary screen, cytotoxicity control for IL-1B NFkB translocation project, imaging, Hoechst nuclear count, IL-1B stimulus; AID 845, 2007; 0.41% of 94,000 active; cell count reduction, % at 2 µM; HUVEC cell count loss;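 active means cell count reduction more than 3 SD above the screen-wide mean, cut at about 70% in these data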;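 further: normalized per plate to untreated control cells as the no-loss baseline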
HUVEC tox TNFa: cytotoxicity in TNFa-stimulated HUVEC, primary screen, cytotoxicity control for VCAM1 expression modulator project, imaging, Hoechst nuclei count | cell count reduction, % at 2 µM | 0.17% of 93,000 active | HUVEC TNFalpha-stimulated, Hoechst cell count;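 active means cell count reduction exceeding the screen mean by over 5 SD, scaled to untreated wells per plate, cut at about 78% in these data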;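 further: cells counted after 24 h of TNF alpha exposure following the 1 h pretreatment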
F-actin modifier: modifiers of F-actin cytoskeleton organization, primary screen, imaging, HUVEC, phalloidin staining, high-content imaging | HUVEC TNFa F-actin phalloidin imaging | inhibition, % at 2 µM | 0.18% of 91,000 active;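 active means inhibition above the batch mean plus 3 SD and confirmed as a hit by visual image inspection, cut at about 30% in these data, passing the limit was not always enough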; further: strong numbers were not always called active
VCAM1 TNFa inh: inhibitors of TNFa-induced VCAM1 expression, primary screen, imaging, HUVEC, TNFa stimulus, immunofluorescence | inhibition, % at 2 µM | HUVEC TNFa-induced VCAM-1 immunofluorescence, high-content imaging | 0.48% of 95,000 active;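 active means inhibition above the batch mean plus 3 SD, with images confirmed as a hit by eye, cut at about 37% in these data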;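 further: 0% = TNF-stimulated DMSO wells and 100% = unstimulated control wells; not every result past the cut was called active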
PTPN22 inh 2: PTPN22 phosphatase inhibitors, primary screen, biochemical, DiFMUP fluorescence, 2 µM | inhibition, % at 2 µM | Tyrosine-protein phosphatase non-receptor type 22 (Homo sapiens), Q9Y2R2 | AID 640, 2007 | 0.21% of 96,000 active | recombinant LYP catalytic domain;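 active means inhibition at 2 µM at or above a set limit, the screen mean plus 3 SD, cut at about 24% in these data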;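 further: 0% = DMSO with enzyme and 100% = enzyme fully blocked by orthovanadate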
Target sequence (Q9Y2R2 whole entry, looked up, the tested form may be a part): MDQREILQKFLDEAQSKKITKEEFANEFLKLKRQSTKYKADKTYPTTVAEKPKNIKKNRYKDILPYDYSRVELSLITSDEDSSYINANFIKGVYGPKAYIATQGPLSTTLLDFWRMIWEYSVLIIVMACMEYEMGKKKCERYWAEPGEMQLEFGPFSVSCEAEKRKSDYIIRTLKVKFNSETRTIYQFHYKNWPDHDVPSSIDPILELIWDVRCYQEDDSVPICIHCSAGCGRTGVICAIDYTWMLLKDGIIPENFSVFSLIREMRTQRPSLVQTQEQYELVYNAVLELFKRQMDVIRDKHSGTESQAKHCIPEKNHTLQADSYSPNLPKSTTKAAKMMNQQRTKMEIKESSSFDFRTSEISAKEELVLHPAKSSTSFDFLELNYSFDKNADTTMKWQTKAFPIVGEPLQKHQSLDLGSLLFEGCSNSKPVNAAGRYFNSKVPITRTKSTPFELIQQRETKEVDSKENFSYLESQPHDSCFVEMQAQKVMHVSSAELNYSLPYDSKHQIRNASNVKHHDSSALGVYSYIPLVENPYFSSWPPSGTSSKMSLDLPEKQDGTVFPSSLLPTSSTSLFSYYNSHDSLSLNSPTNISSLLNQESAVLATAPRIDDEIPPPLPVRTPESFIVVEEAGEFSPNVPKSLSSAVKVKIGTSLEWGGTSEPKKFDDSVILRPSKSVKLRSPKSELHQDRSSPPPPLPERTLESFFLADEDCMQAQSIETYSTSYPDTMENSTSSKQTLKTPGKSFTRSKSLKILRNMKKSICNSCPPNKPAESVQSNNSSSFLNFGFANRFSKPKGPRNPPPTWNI
* marks the source's active call; other numbers are inactive results; / = no result given; [ ] = another dose, or the depositor's remark. These rows are one share of the data. The share of hits here may be higher or lower than overall.

Values in the order – Smad3 inh, Calb biofilm kill, VCAM1 TNFa inh, IL1B cytotox, PTPN22 inh 2, F-actin modifier, MT1-MMP txn act, HUVEC tox TNFa, hDAT+cocaine
[O-]/[N+](=C\c1ccncc1)c1ccccc1
    /, /, 18, -25, -8, -3, 1.1, -27, /
CCCOc1ccc(N2C(=O)C3ON(c4ccccc4)C(CCC)C3C2=O)cc1 (stereo unspecified)
    25[fluorescence artefact?], 6, 14, -7, 2, -17, 1.1, -2, -0.62
O=C(O)CCc1nn2c3ccccc3n(CC(=O)c3ccccc3)c2nc1=O
    10, -2, 18, 10, 3, -5, 1.3, 0, -0.66
Cc1ccc(N2C(=O)S/C(=C/c3cn(C)c4ccccc34)C2=O)cc1
    /, /, -7, -16, 12, 12, /, -22, /
Cc1cccc(CC2CC(=O)N(C3CCCCC3)C2=O)c1 (stereo unspecified)
    5, 4, 7, -28, -5, 0, 1.2, -5, 0.053
O=C(Nc1ccc(F)cc1F)c1cc2ncc(Br)cn2n1
    9[fluorescence artefact?], -1, 14, -8, -3, -16, 1.1, 7, -0.85
O=C1c2ccccc2C(=O)N1CCSc1nncs1
    1, 8, 8, -45, -10, -8, 1, -3, -1
CCn1c(SCC(=O)NC(C)(C)C)nc(O)cc1=O
    2, 9, -6, 10, -6, -4, 1.1, 3, 0.049
Cn1c(NC(=O)COc2ccccc2)cc(=O)n(C)c1=O
    5, 7, 12, 11, -5, -8, 1.2, -1, -0.16
N#Cc1cccc(-n2c(-c3ccccc3)nnc2-c2ccccc2)c1C#N
    7, 3, -1, -12, 6, -3, 1.2, -10, -0.15

3 structures from above, sorted by heavy-atom count, ascending:
Values in the order – Smad3 inh, Calb biofilm kill, VCAM1 TNFa inh, IL1B cytotox, PTPN22 inh 2, F-actin modifier, MT1-MMP txn act, HUVEC tox TNFa, hDAT+cocaine
CCn1c(SCC(=O)NC(C)(C)C)nc(O)cc1=O
    2, 9, -6, 10, -6, -4, 1.1, 3, 0.049
O=C(Nc1ccc(F)cc1F)c1cc2ncc(Br)cn2n1
    9[fluorescence artefact?], -1, 14, -8, -3, -16, 1.1, 7, -0.85
CCCOc1ccc(N2C(=O)C3ON(c4ccccc4)C(CCC)C3C2=O)cc1 (stereo unspecified)
    25[fluorescence artefact?], 6, 14, -7, 2, -17, 1.1, -2, -0.62

Going on with the list.
Values in the order – Smad3 inh, Calb biofilm kill, VCAM1 TNFa inh, IL1B cytotox, PTPN22 inh 2, F-actin modifier, MT1-MMP txn act, HUVEC tox TNFa, hDAT+cocaine
CC(=O)c1cc(-c2ccccc2)n(CC(=O)N2CCN(C3CCCC3)CC2)c1C
    -3, -2, 4, 27, 5, 3, 1.3, -8, 0.18
CCc1nc2c(c(SC)nn2-c2ccccc2)c(N)c1C(=O)OC
    /, /, -2, -10, 6, -1, /, 6, 1.7
Cc1ccc(NC(=O)C2CC(=O)OC23CCOC(C)(C)C3)cc1 (stereo unspecified)
    2, 0, 21, 11, 13, 6, /, 2, -1.3
O=C(CCn1c(=O)oc2ccccc21)n1c(=O)oc2ccccc21
    1, 2, 9, 0, -5, -11, 1, -32, -0.045
COc1ccccc1NC(=O)CC1C(=O)NCCN1C(=O)Nc1ccc(Cl)c(Cl)c1 (stereo unspecified)
    4, 10, 6, -54, 3, 3, 1, -21, 1.2
CCN(CC)CCNc1ncnc2c1[nH]c1ccc(OC)cc12
    4, 1, /, -7, -2, /, 1.2, /, -0.77
CCCCc1ccc(NC(=O)N[C@H](C(=O)O)C(C)CC)cc1 (stereo partly specified)
    9, 5, 5, 5, -3, -6, 1.1, -10, 1.3
CN(C(=O)CN1CCC(NC(=O)C2CCCCC2)CC1)C1CCCCC1
    9, 0, 0, -30, 14, -5, 1, 3, -1.1
COc1ccc(CN2C3CCCC2CC(NC(=O)Nc2cccc(C)c2)C3)cc1 (stereo unspecified)
    2, 3, 11, -8, -4, 12, 1.1, -4, -0.013
Cc1ccc(CNc2ccc(Cl)cc2[N+](=O)[O-])cc1
    /, /, 5, 9, -5, 17, /, -16, /

7 entries from above, in CSV form.
molecule,Smad3 inh,Calb biofilm kill,VCAM1 TNFa inh,IL1B cytotox,PTPN22 inh 2,F-actin modifier,MT1-MMP txn act,HUVEC tox TNFa,hDAT+cocaine
CCc1nc2c(c(SC)nn2-c2ccccc2)c(N)c1C(=O)OC,/,/,-2,-10,6,-1,/,6,1.7
Cc1ccc(NC(=O)C2CC(=O)OC23CCOC(C)(C)C3)cc1 (stereo unspecified),2,0,21,11,13,6,/,2,-1.3
O=C(CCn1c(=O)oc2ccccc21)n1c(=O)oc2ccccc21,1,2,9,0,-5,-11,1,-32,-0.045
COc1ccccc1NC(=O)CC1C(=O)NCCN1C(=O)Nc1ccc(Cl)c(Cl)c1 (stereo unspecified),4,10,6,-54,3,3,1,-21,1.2
CCN(CC)CCNc1ncnc2c1[nH]c1ccc(OC)cc12,4,1,/,-7,-2,/,1.2,/,-0.77
CCCCc1ccc(NC(=O)N[C@H](C(=O)O)C(C)CC)cc1 (stereo partly specified),9,5,5,5,-3,-6,1.1,-10,1.3
CN(C(=O)CN1CCC(NC(=O)C2CCCCC2)CC1)C1CCCCC1,9,0,0,-30,14,-5,1,3,-1.1

The listing continues.
Values in the order – Smad3 inh, Calb biofilm kill, VCAM1 TNFa inh, IL1B cytotox, PTPN22 inh 2, F-actin modifier, MT1-MMP txn act, HUVEC tox TNFa, hDAT+cocaine
CC1=C(C(=O)OCc2ccccc2)C(c2cccnc2)c2c(n(C)c(=O)n(C)c2=O)N1 (stereo unspecified)
    /, /, 10, -2, 5, -11, /, 0, 0.72
CC(C)Cc1cc(C(=O)Nc2cc(C(F)(F)F)ccc2Cl)no1
    15, 1, 13, 4, 1, /, /, 18, -1.6
CC(=O)Nc1ccc(N2C(C(C)=O)=NN(c3ccccc3)C2c2cccs2)cc1 (stereo unspecified)
    17, 7, 4, -12, 7, 4, 1.3, -9, -0.49
Nc1cccnc1Sc1cc(Cl)cc(Cl)c1
    /, /, -2, -16, 7, -14, /, -11, -0.96
CC(C)Oc1ccc(C2NC(=O)NC2=O)cc1 (stereo unspecified)
    -7, 8, 9, 4, -15, -5, 1.1, -28, 0.032
O=C(c1cccs1)c1coc2ccc(O)c(CN3CCOCC3)c12
    -12, 7, 6, -13, 7, 15, 1.2, -27, 1
O=C(Cn1cnc2c(nnn2Cc2ccc(F)cc2)c1=O)OCc1ccccc1
    -3, 9, 4, -46, -17, 0, 1.2, -17, 0.76
Cc1ccc(C2=NN3C(C2)c2ccccc2OC32C(=O)Nc3ccccc32)cc1 (stereo unspecified)
    -1, 7, 14, 5, 6, -6, 2*, 12, 0.26
Cc1cc(C(C)(C)C)oc1C(=O)N(CC(=O)NC1CCCC1)Cc1ccc(F)cc1
    /, /, -4, -11, 14, 13, /, -23, 0.88
O=C(N/N=C/c1ccc(OCCCF)cc1)c1cc(OCC(F)(F)F)ccc1OCC(F)(F)F
    /, /, 12, -80, 2, -11, /, -16, -0.11
CNc1ccccc1C(C)(C)c1cc(-c2ccco2)n[nH]1
    10, 6, 12, -9, -11, -44, 1.1, -12, 1.1
CCCNc1nc(N2CCOCC2)nc(N2CCOCC2)n1
    10[fluorescence artefact?], 5, 7, -72, 7, -2, 1, -10, 0.12
Cc1ccc2[nH]c(=O)c(CN(CCCN3CCOCC3)C(=O)NC3CCCCC3)cc2c1
    7, 5, 11, -4, -6, -3, 1, -13, 1.3
COc1ccc(N2CCN(C(=O)c3ccc(C)c(Cl)c3)CC2)cc1
    1, -2, 38, 2, 1, 25, 1.1, 69, 0.9
O=C(NC(=S)Nc1ccccc1N1CCCC1)c1ccc(-c2cccc([N+](=O)[O-])c2)o1
    -4, 2, -14, -15, 20, 10, 1.1, 4, 2.2
O=C(O)CC1NC(=O)N(c2ccccc2)C1=O (stereo unspecified)
    1, /, 10, 4, -3, 0, 1.2, -14, 0.093
Cc1nn(-c2cc(C)c3ccccc3n2)c2c1C1C(C2)C1(C)C (stereo unspecified)
    4, 8, 60*, -41, 0, -7, 1.4, 12, -0.0052
CCC(=O)NC(C)c1nc2ccccc2n1C (stereo unspecified)
    5, 4, /, /, /, /, 1.2, /, -0.79
O=C(N/N=C\c1cccc(Br)c1)c1ccccc1-n1cccc1
    12, 0, 17, 16, -9, -3, 1.4, -3, 2.3
CCOC(=O)c1sc2nc(NC(=O)C(C)(C)C)sc2c1C
    -2, 4, 8, -18, 2, -16, 1.3, 35, /
CCOCCCNC(=O)c1c[nH]c2ccc(S(=O)(=O)Nc3cccc(OC)c3)cc2c1=O
    12, -3, 7, -36, -7, 3, 1, 2, -0.52
CN(CC(CC(=O)Nc1nncs1)c1ccccc1)S(=O)(=O)c1ccccc1 (stereo unspecified)
    -6, 9, -1, 6, 10, 10, 1.1, -13, 1.8
O=c1/c(=C/c2ccco2)sc2n1CN(c1cccc(Br)c1)CN=2
    10, -1, 11, 14, 21, -11, 1.1, 1, 1.9
NC(=O)CNC(=O)C1CCCc2c1[nH]c1ccc(Cl)cc21 (stereo unspecified)
    /, /, 17, -16, -5, 2, 1.1, -7, 0.44
C=C(C)C(=O)N1CC2(CC(c3cccc(NC(=O)c4ccccc4)c3)=NO2)C[C@@H]1C(N)=O (stereo partly specified)
    /, /, -2, -32, 10, -13, /, 22, -0.55
CCOC(=O)c1c(C)[nH]c(C(=O)CSc2ccc(Cl)cc2)c1C
    -6, 6, 7, -33, 12, 10, /, -6, -0.0015
COc1ccccc1NC(=O)Nc1ccc2c(c1)OCCO2
    2, -1, 7, -11, -2, 24, 1.7, -13, /
O=c1c2cc3c(cc2[nH]c(=S)n1Cc1ccco1)OCO3
    6, 6, -4, 20, -5, -6, 1.1, -11, /
COC(=O)C(F)(Sc1c(C)n(C)n(-c2ccccc2)c1=O)C(F)(F)F (stereo unspecified)
    -3, -3, /, /, /, /, 1.1, /, -0.54
CCOC(=O)C1CCCN(C(=O)c2cn(CC)c3ccc(S(=O)(=O)N4CCCC4)cc3c2=O)C1 (stereo unspecified)
    10, 4, 14, 5, -6, 10, 1.1, -17, -0.29
Clc1ccc(-c2nc(Cc3ccccc3Cl)no2)cc1
    2, 2, 9, -16, 0, 19, 1.3, -10, 0.29
CCn1ncc(/C=C/C(=O)NCc2cnn(C)c2C)c1C
    /, /, 5, -2, -3, -21, /, 9, -0.38
O=c1[nH]ncn2cccc12
    /, /, -12, -16, -3, -14, 1.1, 16, 0.11
COc1cc2cc(C(c3nnnn3C3CCCCC3)N(C)C3CCCCC3)c(=O)[nH]c2cc1OC (stereo unspecified)
    11, 7, /, /, /, /, 1.1, /, 0.75
Nc1nnc2c(n1)CCCC2
    4, 6, 9, -15, 2, -47, 1, -15, -2.1
CCOC(=O)C1CCN(Cc2ccccc2C(F)(F)F)CC1
    2, 3, /, /, /, /, 1, /, -0.81
CCNS(=O)(=O)c1ccc(NC(=O)c2ccccc2OCC)cc1
    -1, 5, 2, -39, 9, 3, 0.9, -9, -0.41
COc1ccc(-n2c(C)cc(C(=O)CSc3nn4c(=O)c(C(C)(C)C)nnc4s3)c2C)cc1
    1[fluorescence artefact?], 6, 4, 13, 16, 9, 1.2, -6, 0.21
